HepG2 viability: qHTS for Inhibitors of TGF-b: Cytotox Counterscreen. HepG2 CAGA-GFP viability, ATP luminescence, 18 h. actives 0.76% (n = 410,000). Potency, µM (titrated, usually from 46.1 µM), inactives show at the top dose activity change, negative = cytotoxicity, actives largely listed as cytotoxic; further: potency means the concentration at half of the fitted maximal effect; some results filed as inactive show a strong effect at the top dose
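CellTiter-Glo luminescence gave cytotoxicity after 18 hours at 37 degrees C. The cells were HepG2 CAGA-GFP in 1% FBS DMEM, stimulated with 500 pg/mL TGF-beta after compound addition. %Activity was normalised to no-cell wells (complete cell-killing) and DMSO (no toxicity), and curves were fitted and classified.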
pAkt inh: HTS Assay for Inhibitors of Akt Phophorylation: Primary Screen; Neuro2A IGF-stimulated pAkt S473 HTRF, 20 min; active compounds read low; activity change, % for hits at 50 µM; actives 0.32% (n = 360,000); in the data active means activity change below about -80%; inconclusive means mostly about -51% to -80%; further: on the % scale 0 is the no-effect control and ±100 the full control effect
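Single-point screen (50 µM final compound) in Neuro2A cells stimulated 20 min with 6 nM IGF at 37 deg C. After lysis, Ser473-phosphorylated Akt read by HTRF (ex 330 nm, em 615/665 nm) as the 665/615 ratio.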
Mm-Cpn inhibitor: Inhibitors of TCP-1 ring complex (TRiC) of Methanococcus maripaludis (MmCpn): qHTS; actives 0.031% (n = 330,000); purified Mm-Cpn ATPase, ADP Transcreener TR-FRET; Chaperonin Mm-Cpn (Methanococcus maripaludis); Potency, µM (highest dose often 76.9 µM), inactives show at the highest dose activity, negative = inhibition, usual class: inhibitors; further: potency means the concentration at half of the fitted maximal effect; on the % scale 0 is the no-effect control and ±100 the full control effect; nearly all actives have a fitted effect of over 80% in size
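Reaction buffer contained 30 mM Tris pH 7.4, 100 mM KCl, 5 mM MgCl2 and 1 mM DTT. Mm-CPN (25 nM final) hydrolysed 10 uM ATP over 30 min at 37°C; ADP was read by HTRF.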
Nrf2 activator: qHTS of Nrf2 Activators. AID 624171, 2012. AREc32 ARE-luciferase reporter (MCF7-derived line), luminescence, 24 h. Potency, µM (series often up to 46.1 µM), for the others: at the highest dose activation, most hits filed as activators. actives 0.31% (n = 410,000); further: potency means the concentration at half of the fitted maximal effect; % of control where 0% means no effect; nearly all actives have a fitted effect of over 65% in size
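ARE-driven firefly luciferase activity in AREc32 cells measured after a 24 hr compound exposure at 37 deg C, using Steady-Glo reagent and a 30 min room-temperature hold.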
TGFb inhibitor: qHTS for Inhibitors of TGF-b | HepG2 CAGA-GFP TGF-b/SMAD3 reporter, GFP fluorescence, 18 h; TGF-beta stimulated, 500 pg/mL final | Potency, µM (doses to about 46.1 µM), for the others: top-dose activity, negative = inhibition, hits mostly inhibitors | actives 1.2% (n = 410,000); further: potency means the concentration at half of the fitted maximal effect; on the % scale 0 is the no-effect control and ±100 the full control effect; nearly all actives have a fitted effect of over 65% in size
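TGF-beta reporter screen: HEPG2 CAGA-GFP, 1% FBS, 500 pg/mL TGF-beta final, 18 h; per-cell GFP summed per well; curves fitted and categorized by class.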
CCT modulator: High-Throughput Screening for Modulators of Cytosolic Chaperonin Activity | purified chaperonin ATPase assay, HTRF ADP detection, 30 min | activity change, % (concentration not given with the values), hits read low | actives 0.3% (n = 360,000) | AID 651819, 2012; in the data active means activity change below about -30%; further: on the % scale 0 is the no-effect control and ±100 the full control effect
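TRiC at 40 or 20 nM final (batch-dependent) in 30 mM Tris pH 7.4, 100 mM KCl, 5 mM MgCl2, 1 mM DTT, with compound at single 76 uM and 10 uM ATP, 30 min at 37 deg C. ADP detected by HTRF Transcreener, 665/615 ratio.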
A549 viability: Nrf2 qHTS screen for inhibitors: counterscreen for cytotoxicity; A549 ARE-Fluc cells, CellTiter-Fluor viability, 18-24 h; actives 0.16% (n = 390,000); Potency, µM (series often up to 46 µM), for inactives: at the top dose activity change, negative = cytotoxicity, actives largely listed as inhibitors; further: potency means the concentration at half of the fitted maximal effect; on the % scale 0 is the no-effect control and ±100 the full control effect
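Cytotoxicity counterscreen: CellTiter-Fluor fluorescence was measured in A549 ARE_Fluc cells after 18-24 h of compound exposure in a concentration series. The subsequent BugLite luminescent read reports ARE-luciferase activity.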
S2 tox: Viability Counterscreen for Primary qHTS for Inhibitors of ATXN expression. Potency, µM (highest dose often 56.7 µM), actives largely listed as cytotoxic. actives 0.49% (n = 400,000). AID 651635, 2014. S2 cells (HEK-293 line with an ATXN2-luciferase reporter) viability, CellTiter-Fluor protease fluorescence, 24 h; further: potency means the concentration at half of the fitted maximal effect; nearly all actives have a fitted effect of over 40% in size
Nrf2 inh: Nrf2 qHTS screen for inhibitors; A549 ARE-Fluc reporter, luciferase luminescence, 18-24 h; Potency, µM (titrated, usually from 46 µM), for inactives: top-dose activity change, negative = inhibition, usual class: inhibitors; actives 2.1% (n = 360,000); AID 504444, 2011; further: potency means the concentration at half of the fitted maximal effect; on the % scale 0 is the no-effect control and ±100 the full control effect; nearly all actives have a fitted effect of over 60% in size
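Two sequential reads on A549 ARE_Fluc cells exposed to compound for 18-24 h: a CellTiter-Fluor fluorescence read for viability, then a luciferase luminescence read for Nrf2/ARE activity.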
Active calls of the source: *; i = inactive; u = inconclusive; x = not tested or not shown; & = joins results of further samples; [ ] = dose if it differs, or a comment. Unless noted, the call rests on the fitted dose curve; in most records, active means well fitted curve in the direction sought with a large enough effect; inconclusive means small, poorly fitted or top-dose-only effect, or another doubt; inactive means no such curve, though single readings can be large; an effect the other way counts as inactive or inconclusive.

SMILES | HepG2 viability | pAkt inh | Mm-Cpn inhibitor | Nrf2 activator | TGFb inhibitor | CCT modulator | A549 viability | S2 tox | Nrf2 inh
CN(C)c1ccc(/C=N/n2c(-c3ccccc3Br)n[nH]c2=S)cc1 | 7% | i | 1% | 0.1% | -9% | 0.5 | -7% | i | -14%
Cc1cc(C)cc(NC(=O)C(c2ccccc2)N2CCCC2)c1 (stereo not drawn) | -28% | i | 3% | -0.2% | -16% | -2.5 | -4% | i | -9%
O=c1[nH]c(-c2ccc(F)cc2)nc2c1sc(=S)n2-c1ccccc1 | -14% | i | 1% | 3.0% | 0% | 2.0 | -13% | i | u
O=C(Nc1cccnc1)c1ccc(Oc2ccccc2)cc1 | -43% | i | 0% | -0.2% | 0% | 1.2 | -3% | i | 6%
COc1ccc(NC(=O)C2(C)Cc3c(-c4ccc(NC(C)=O)cc4)ccnc3O2)cc1OC (stereo not drawn) | 1% | i | x | 0.5% | 4% | -0.3 | x | i | x
O=S(=O)(c1ccccc1)N1CCN(c2ccnc3cc(Cl)ccc23)CC1 | -30% | i | 2% | 2.0% | u | -5.5 | -19% | u | 23µM*
COc1ccc(CN2C[C@@H](CO)O[C@@H](n3cnc4c(N5CCCC5)ncnc43)C2)cc1 | -30% | i | x | 3.8% | 11% | -8.0 | x | i | x
Clc1ccc(CNC23CN4CN(CN(C4)C2)C3)c(Cl)c1 | 21% | i | 2% | -0.6% | -18% | -2.5 | 19% | i | -5%
CC(=O)c1c(COC(=O)c2ccccc2)nc2ccccc2[n+]1[O-] | 1% | i | 2% | 13% | 8% | -2.0 | 1% | i | 8%
CC(=O)Nc1c(Cl)cc2c(c1Cl)Cc1cc(C#N)ccc1-2 | -4% | i | x | u | -4% | -1.8 | -2% | i | -3%
CN(C)Cc1cc(C(C)(C)c2cc(CN(C)C)c(O)c(CN(C)C)c2)cc(CN(C)C)c1O | -26% | i | 0% | -0.1% | 17% | -0.6 | -7% | i | 6%
CN(Cc1cccc(Cl)c1)C(=O)C1CCN(C(=O)Nc2ccccc2)CC1 | -13% | i | 4% | 2.7% | 0% | -1.5 | -3% | i | -3%
c1coc(-c2nc3c([nH]2)CCc2nonc2-3)c1 | 6% | i | 0% | 0.8% | -1% | -2.4 | -9% | i | 2%
CCN1C(=O)c2cccc3c(S(=O)(=O)NCc4ccco4)ccc1c23 | -8% | i | -10% | u | 26% | -0.6 | -2% | u | x
O=S(=O)(NC1=NCCCCC1)c1ccc(Cl)cc1 | -13% | i | 2% | -0.3% | -7% | -1.2 | 1% | i | -13%
CC(C)NC(=O)CN(C)S(=O)(=O)c1ccc(F)cc1 | 1% | i | 0% | 5.5% | 9% | -2.6 | 3% | i | 2%
COc1ccc(/C=C/C(=O)NCCc2ccc(OC)c(OC)c2)cc1 | -18% | i | -1% | 0.5% | -8% | -2.6 | 0% | i | -3%
O=C(Nc1ccccc1C(=O)Nc1ccccc1C(=O)O)c1ccccc1 | -38% | i | -3% | 0.4% | 0% | -2.8 | -24% | x | u
O=C(COC(=O)C1CC1)Nc1ccc2[nH]c(=O)[nH]c2c1 | -79% | i | -1% | -0.9% | 0% | -0.7 | -18% | i | 0%
CCCCNC(=O)CCC(=O)N1CCN(C(c2ccccc2)c2ccccc2)CC1 | -4% | i | 1% | 2.2% | -2% | 2.7 | 13% | i | u
CCN(CC)C(=O)CSc1nc(N)c(C#N)c(-c2cccs2)c1C#N | 3% | i | -30% | 3.5% | 24% | -1.6 | 1% | i | -18%
COCCNc1nc2c(c(=O)n(C)c(=O)n2C)n1Cc1cccc(C(F)(F)F)c1 | -2% | x | -1% | 0.5% | u | 3.8 | -20% | i | 16µM*
OCc1nc2ccccc2n1CC(O)COc1ccccc1 (stereo not drawn) | 8% | i | 1% | -0.6% | 1% | 1.8 | -4% | i | 9%
COc1ccc(-c2cc(-c3cccnc3)c(C#N)c(N)n2)cc1 | -13% | i | -1% | 0.4% | 9% | -22 | -13% | u | 6%
Cc1ccc(N(CC(=O)N/N=C/c2cccnc2)S(=O)(=O)c2ccccc2)cc1 | 1% | i | 1% | 0.3% | 1% | 2.6 | 10% | i | -8%
O=C(c1ccco1)N1CCN(C(=S)Nc2ccccc2C(F)(F)F)CC1 | 0% | i | 0% | -0.4% | 17% | -5.6 | 4% | i | u
CC(C)Sc1nc2c(c(=O)[nH]c(=O)n2C)n1CC(O)COc1ccccc1 (stereo not drawn) | 5% | i | -2% | -0.4% | 17% | -1.1 | 2% | i | -12%
O=C(CSc1nnc(CNc2ccc(F)cc2)n1Cc1ccco1)N1CCCC1 | 9% | x | -2% | -0.2% | -3% | -1.2 | 1% | i | x
COc1ccc(CNC(=O)Cn2c(=O)n(CCC(=O)N3CCCCC3)c(=O)c3sccc32)cc1 | 0% | i | -5% | -1.0% | 16% | 0.5 | 18% | i | 10%
CCCCCc1nnc(N)s1 | -21% | i | 0% | 0.1% | 2% | -1.7 | -6% | i | 16%
CCC(c1nnnn1Cc1ccc2c(c1)OCO2)N1CCN(c2ccc(OC)cc2)CC1 (stereo not drawn) | -12% | i | 1% | 2.9% | -23% | 0.3 | 2% | i | -11%
CCN(CC)c1ccc(/C=N/n2c(=S)[nH]nc(C)c2=O)cc1 | -23% | i | -2% | -1.1% | 12% | -2.7 | u | i | u
Cc1cc(F)ccc1NC(=O)C1CCN(S(=O)(=O)c2ccc3c(c2)CCCC(=O)N3)CC1 | -14%&-9% | i | 2% | 0.4%&0.5% | -7%&-10% | -1.1 | -1%&3% | i | -24%
Cc1ccc(S(=O)(=O)Nc2cc(S(=O)(=O)N3CCOCC3)ccc2NCC2CCCO2)cc1 (stereo not drawn) | 1% | i | -1% | 0.2% | -5% | 0.6 | -3% | i | 10%
CC(=O)OCC1=C(C(=O)O)N2C(=O)C(NC(=O)COc3ccc(F)cc3)C2SC1 (stereo not drawn) | 1% | i | 1% | 2.2% | 2% | -0.9 | 2% | i | 4%
CCCC(=O)N(c1ccc2oc(C)c(C(C)=O)c2c1)S(=O)(=O)c1ccc(C)cc1 | -23% | x | x | -1.0% | u | x | 0% | i | x
Cc1cc(SCC(=O)NCc2ccccc2)nc(=O)[nH]1 | -5% | x | x | -0.3% | 3% | x | 1% | i | x
COc1ccc(NC(=O)c2c(C)noc2C)cc1S(=O)(=O)N1CCCCC1 | 0% | i | x | -0.3% | 1% | -3.0 | x | i | x
CC(C)C(NC(=O)c1ccco1)C(=O)NC1CCCCCC1 (stereo not drawn) | 5% | i | 2% | 0.1% | 1% | -1.5 | 7% | i | 5%
CCOC(=O)N1CCC(N2C(=O)c3ccccc3C2Nc2c(C)cccc2C)CC1 (stereo not drawn) | -1% | i | -1% | -0.1% | -5% | -1.6 | 10% | u | -3%
Cc1cc(C)cc(NC(=O)C(=O)NCCCN2CCOCC2)c1 | 4%&-16% | i | -3% | 0.9%&-1.0% | -3%&1% | -2.7 | -1%&0% | i | u
Nc1cccc(C(=O)c2ccccc2C(=O)O)c1 | 13% | i | x | 0.1% | 11% | 0.3 | 1% | i | 9%
COc1ccc(NC(=O)CN(Cc2ccccc2)S(C)(=O)=O)cc1OC | 5% | i | 1% | -0.4% | 1% | -4.2 | 0% | i | 5%
O=C(COc1ccc(Cl)cc1)Nc1ccccc1OCc1cc(=O)n2ccccc2n1 | 33% | x | x | -0.7% | 18% | x | 10% | x | x
CCc1ccccc1NS(=O)(=O)c1ccc2c(c1)NC(=O)CC(=O)N2 | -7% | i | 1% | -0.7% | 8% | 0.1 | 1% | i | -26%
O=C(CCSCc1ccccc1F)N1CCN(c2ccc(F)cc2)CC1 | -34% | x | x | 5.2% | u | x | 4% | x | x
Cc1cccc(NC(=S)N(CCN(C)C)C(C)c2ccccn2)c1 (stereo not drawn) | -6% | i | 1% | 0.2% | 12% | -0.7 | -6% | i | -14%
O=C(Nc1cc(Cl)cc(Cl)c1)N1CCN(C(=O)C2CCCO2)CC1 (stereo not drawn) | 14% | i | 2% | 0.5% | 0% | -2.6 | 6% | i | 16µM*
COc1ccc(CCNC(=O)CCC(=O)N2CC(C)Oc3ccccc32)cc1OC (stereo not drawn) | 40% | i | -7% | 0.0% | 38%[activator] | -2.5 | 6% | i | -2%
COc1ccccc1N1CCN(C(=O)CSc2nc(C)cc(=O)[nH]2)CC1 | 3%&2% | i | 0% | -0.5%&-0.4% | -8% | -1.7 | 2%&17% | i | -4%&8%
CSCCC(NS(=O)(=O)c1ccc2c(c1)c(=O)n(C)c(=O)n2C)C(=O)NC1CCN(Cc2ccccc2)CC1 (stereo not drawn) | 9% | i | 3% | 4.2% | -13% | -5.3 | 1% | i | 9%
Cc1ccc(S(=O)(=O)Nc2ccccc2N(C)S(=O)(=O)c2ccc(C)cc2)cc1 | -20% | i | 1% | 4.4% | u | 1.2 | 13% | i | u

An excerpt from above in order of the Mm-Cpn inhibitor value, descending:
SMILES | pAkt inh | Mm-Cpn inhibitor | Nrf2 activator | TGFb inhibitor | CCT modulator
CN(Cc1cccc(Cl)c1)C(=O)C1CCN(C(=O)Nc2ccccc2)CC1 | i | 4% | 2.7% | 0% | -1.5
CC(=O)c1c(COC(=O)c2ccccc2)nc2ccccc2[n+]1[O-] | i | 2% | 13% | 8% | -2.0
O=c1[nH]c(-c2ccc(F)cc2)nc2c1sc(=S)n2-c1ccccc1 | i | 1% | 3.0% | 0% | 2.0

High-throughput results (PubChem)
